PfHsp90 set2 = growth inhibition of PfHsp90-expressing yeast, primary screen, antimalarial PfHsp90 inhibitor project, S. cerevisiae, BacTiter-Glo luminescence, single point, set 2; BacTiter-Glo ATP, 48 h; yeast lacking PDR1 and PDR3 efflux regulators; inhibition, % at 9.4 µM; hit rate 0.32% among 310,000;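 active means every replicate shows inhibition above about 80%, whatever the replicate mean, limit read from the data; inconclusive means mean inhibition reaches the set limit but some replicate falls short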;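 further: 0% = DMSO neutral controls and 100% = 20 µM radicicol positive controls; yeast relying on Plasmodium falciparum Hsp90 in place of its own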
dFosB activator = activators of delta FosB homodimer, primary screen, biochemical, fluorescence polarization, TAMRA-CDK5 oligo, single point | hit rate 0.99% among 340,000 | purified delta FosB; percent of positive-control signal above neutral wells | Protein FosB (Mus musculus), P13346 | activation, % at 25 µM;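 active means mean activation above about 17%, with every replicate also reaching it, limit read from the data, passing the limit was not always enough; inconclusive means only one of the two conditions met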;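 further: fluorescence polarization rise as delta FosB binds a TAMRA Cdk5 AP-1 oligo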
Rtt109 HAT inh = inhibitors of C. albicans Rtt109/Vps75 HAT, primary screen, biochemical, ThioGlo CoA-SH fluorescence, plate reader; Histone acetyltransferase RTT109 (Candida albicans (strain SC5314 / ATCC MYA-2876)), …; purified Rtt109/Vps75, 4 h; inhibition, % at 34.9 µM; hit rate 0.16% among 330,000; AID 540336, 2011;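 active means inhibition of at least 50% in every replicate; inconclusive means best replicate reaches 50% inhibition but some replicates fall short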
SR-BI DiI inh = inhibitors of SR-BI mediated HDL lipid uptake, primary screen, ldlA[mSR-BI] cells, fluorescence, single point; ldlA[mSR-BI] CHO cells, DiI-HDL uptake fluorescence, 3 h; AID 488896, 2010; hit rate 0.96% among 320,000; inhibition, % at 12.5 µM; Scavenger receptor class B member 1 (Mus musculus), Q61009;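 active means mean replicate inhibition of at least 70% and a set share of replicates each scoring 70 or more; inconclusive means meets just one of the two criteria; inactive means fails both criteria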;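 further: 0% = median of neutral control wells and 100% = median of positive control wells; values of inactives mirror those of a sister screen read the other way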
MITF act = activators of MITF-driven TRPM1 promoter reporter, primary screen, cell-based, SK-MEL-5, luciferase, single point | activation, % at 12.5 µM | hit rate 0.75% among 300,000 | SK-MEL-5 TRPM1-promoter luciferase, 24 h; % of positive control, neutral wells = 0;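 active means mean activation of at least 80% with every replicate also reaching 80%; inconclusive means mean reaches 80% but some replicate falls short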;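 further: 0% = neutral control wells and 100% = parthenolide positive control wells; values of inactives mirror those of a sister screen read the other way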
PvdQ inh = P. aeruginosa PvdQ acylase inhibitors, primary screen, biochemical, fluorescence, plate reader and imaging, single point; inhibition, % at 10 µM; AID 488965, 2010; hit rate 0.063% among 340,000; PvdQ acylase [Pseudomonas aeruginosa LESB58]; purified PvdQ acylase; in the data active means inhibition above about 30%, passing the limit was not always enough; inconclusive means no clear call, values can overlap the other calls;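 further: 0% = vehicle neutral wells and 100% = reference inhibitor wells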
NSD2 inh = NSD2 histone methyltransferase inhibitors, primary screen, biochemical, AlphaScreen, single concentration, set 2; Histone-lysine N-methyltransferase NSD2 (Homo sapiens), O96028; NSD2 peptide methylation, 120 min; inhibition, % at 12.5 µM; hit rate 0.54% among 310,000; AID 743445, 2014; in the data active means inhibition above about 50%
Target sequence (O96028 whole entry, looked up): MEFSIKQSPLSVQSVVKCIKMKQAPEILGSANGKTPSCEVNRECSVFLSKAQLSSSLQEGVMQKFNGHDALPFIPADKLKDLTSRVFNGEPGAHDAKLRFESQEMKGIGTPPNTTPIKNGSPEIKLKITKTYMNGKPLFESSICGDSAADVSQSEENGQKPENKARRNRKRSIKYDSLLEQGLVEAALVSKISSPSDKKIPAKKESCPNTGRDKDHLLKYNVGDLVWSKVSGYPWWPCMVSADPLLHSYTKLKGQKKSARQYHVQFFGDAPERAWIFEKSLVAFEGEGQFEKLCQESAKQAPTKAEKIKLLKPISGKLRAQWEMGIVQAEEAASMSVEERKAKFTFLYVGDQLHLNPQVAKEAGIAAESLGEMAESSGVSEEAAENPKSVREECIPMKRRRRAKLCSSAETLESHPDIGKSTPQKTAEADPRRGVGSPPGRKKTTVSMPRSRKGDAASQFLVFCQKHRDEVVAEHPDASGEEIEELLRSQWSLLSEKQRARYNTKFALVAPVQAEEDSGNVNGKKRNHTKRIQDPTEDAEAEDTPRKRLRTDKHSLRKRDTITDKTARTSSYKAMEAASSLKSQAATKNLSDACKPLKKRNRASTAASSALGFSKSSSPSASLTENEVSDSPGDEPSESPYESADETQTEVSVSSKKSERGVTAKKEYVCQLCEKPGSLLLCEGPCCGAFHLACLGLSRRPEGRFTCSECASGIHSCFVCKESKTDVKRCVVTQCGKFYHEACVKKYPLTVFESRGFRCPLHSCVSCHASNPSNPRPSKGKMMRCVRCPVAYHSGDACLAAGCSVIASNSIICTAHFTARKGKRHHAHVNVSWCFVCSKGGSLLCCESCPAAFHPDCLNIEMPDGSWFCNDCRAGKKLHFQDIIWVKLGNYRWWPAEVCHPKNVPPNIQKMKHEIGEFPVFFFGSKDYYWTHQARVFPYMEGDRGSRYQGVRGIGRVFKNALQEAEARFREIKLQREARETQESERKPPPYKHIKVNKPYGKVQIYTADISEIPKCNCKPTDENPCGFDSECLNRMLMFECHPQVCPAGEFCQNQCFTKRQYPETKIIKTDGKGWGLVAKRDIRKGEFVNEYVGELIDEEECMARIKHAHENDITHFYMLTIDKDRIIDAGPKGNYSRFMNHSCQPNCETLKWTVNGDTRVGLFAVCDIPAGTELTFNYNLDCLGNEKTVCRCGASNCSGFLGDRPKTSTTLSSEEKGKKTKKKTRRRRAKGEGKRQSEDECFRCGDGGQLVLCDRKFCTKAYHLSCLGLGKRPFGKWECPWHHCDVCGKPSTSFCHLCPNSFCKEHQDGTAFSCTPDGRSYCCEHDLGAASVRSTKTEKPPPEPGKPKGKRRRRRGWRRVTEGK
SR-BI uptake up = activators of SR-BI mediated DiI-HDL uptake, primary screen, ldlA[mSR-BI] CHO cells, DiI fluorescence. 3 h; 100 = double the neutral-control signal. activation, % at 12.5 µM. hit rate 0.096% among 320,000. AID 504775, 2011;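 active means mean replicate activation of at least 60% and every replicate at or above 60%; inconclusive means mean or all-replicate condition met, but not both; inactive means mean below 60% and not all replicates reaching 60%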;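 further: 0% = median plate neutral-control signal and 100% = twice that signal; values of inactives mirror those of a sister screen read the other way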
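system = CHO ldlA[mSR-BI] cells, LDL receptor-null, SR-BI overexpressing | medium = Ham's F12 with 0.5% BSA, HEPES 25 mM, pH 7.4 | probe or stimulus = DiI-HDL 10 µg/mL | compound dosing = single-point compound dose | incubation = compound exposure 3 h, 37 °C | technique = DiI fluorescence, bottom read | read-out = cell-associated DiI fluorescence as measure of HDL uptake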
CAL PDZ FP-1 = untagged CAL PDZ binding inhibitors, primary screen, biochemical, fluorescence polarization, HTS. Golgi-associated PDZ and coiled-coil motif-containing protein (Homo sapiens), Q9HD26. AID 602252, 2012. inhibition, % at 24.9 µM. purified CAL PDZ, TMR-peptide fluorescence polarization, 1 h. hit rate 0.92% among 300,000;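 active means mean inhibition of at least 30% with at least half of replicates also reaching 30%; inconclusive means no clear call, values can overlap the other calls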;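 further: 0% = DMSO neutral control and 100% = excess unlabeled competitor peptide PRC23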
CAL PDZ FP-2 = CAL PDZ peptide-binding inhibitors, primary screen, biochemical, fluorescence polarization, Cer-tagged CAL PDZ, HTS; inhibition, % at 20 µM; AID 504414, 2011; hit rate 0.02% among 330,000; purified CAL PDZ, TMR-peptide fluorescence polarization, 1 h;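 active means highest replicate inhibition of at least 40%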;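 further: plate controls were DMSO neutral control wells for no effect and unlabeled competitor peptide control wells for full effect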
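System: purified tagged CAL PDZ domain construct (CerCALP). Schedule: 1 h incubation at room temperature before polarization reading. Medium: 25 mM sodium phosphate pH 7.4, 150 mM NaCl, TCEP, IgG, Thesit. Read-out: percent inhibition from loss of millipolarization. Measured by: FP readout, S and P plane fluorescence. Probe or stimulus: fluorescent TMR peptide probe.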
* hit, by the source's call; ? = inconclusive; nt = not tested or not shown. No enrichment for hits, and some 4.3% of all compounds hit somewhere here.

[1] COc1cccc(/C=N/NC(=O)c2c(C)nc3ccc(Cl)cn23)c1OC
[2] CN1CCN(C2=C(Cl)C(=O)c3ccccc3C2=O)CC1
[3] CCc1nn(CC(=O)NCCCN2CCN(C)CC2)c(=O)c2cc3occc3n12
[4] CCC(C)(C)n1nnnc1C(c1ccc(C)cc1)N1CCSCC1 (configuration not stated)
[5] CCCS(=O)(=O)c1cscc1NC(=O)c1c(-c2c(F)cccc2Cl)noc1C
[6] O=C(N/N=C/c1c[nH]c2ccccc12)c1ccncc1
[7] Cc1ccsc1C(=O)OCC(=O)c1cc2ccccc2o1
[8] Cc1cc(Cl)cc(C)c1OCC(=O)N1CCN(c2ncccn2)CC1
[9] CC(C)OCCCNC(=O)C1CC(=O)N(C2CCCCCCC2)C1 (configuration not stated)
[10] COc1ccc(C(=O)OCC(=O)N2C(C)CCCC2C)cc1[N+](=O)[O-] (configuration not stated)

Screen / compound no.,1,2,3,4,5,6,7,8,9,10
PfHsp90 set2,-3,6,10,-6,-32,14,-2,1,-41,nt
dFosB activator,-11,-11,-5,-8,-1,-12,-3,-9,0,2
Rtt109 HAT inh,-6,-1,-8,-1,-5,9,3,-4,0,12
SR-BI DiI inh,-7,11,-7,38,11,-12,-1,-2,-6,6
MITF act,-6,-100,2,-4,2,-6,31,10,9,1
PvdQ inh,-7,-11,4,-5,-16,-3,-6,-12,-6,-12
NSD2 inh,-2,106*,1,2,2,2,nt,4,7,-3
SR-BI uptake up,7,-11,7,-38,-11,12,1,2,6,-6
CAL PDZ FP-1,-2,4,nt,-5,-1,4,3,0,0,0
CAL PDZ FP-2,-0.5,2.3,0.3,-2.8,-1.1,-0.3,-2.3,-0.7,-0.2,-2.4

[11] O=S1(=O)N=C(N(CCO)/N=C/c2ccccc2)c2ccccc21
[12] CCCc1cc(=O)oc2c3c(cc(OCC(=O)NCC4CCC(C(=O)O)CC4)c12)OC(C)(C)CC3 (configuration not stated)
[13] COc1ccc(CN2C(=O)c3cccnc3C2=O)cc1S(=O)(=O)NCc1ccc(C)cc1
[14] N#C/C(=C\c1c(N2CCN(c3ccccc3)CC2)nc2ccccn2c1=O)C(N)=O
[15] O=C1OCCN1c1ccccc1
[16] CC(NC(=O)/C(C#N)=C/c1cccs1)c1ccccc1 (configuration not stated)
[17] Cc1cc(NC(=O)Cc2ccccc2[N+](=O)[O-])no1
[18] Clc1ccccc1OCCCCn1ccnc1
[19] COc1ccc(Cn2c(=N)c(C(=O)NC3CCCCC3)cc3c(=O)n4ccccc4nc32)cc1
[20] CCCCNC(=O)C(=O)N/N=C/c1ccc(OCC(=O)Nc2cccc(OC)c2)c(OC)c1

Screen / compound no.,11,12,13,14,15,16,17,18,19,20
PfHsp90 set2,-29,13,-28,-8,-22,-32,-8,-8,4,17
dFosB activator,-11,-2,14,4,1,-13,-3,-3,34*,?
Rtt109 HAT inh,-14,-32,-2,-5,-19,3,1,-20,5,12
SR-BI DiI inh,14,34,-6,-11,-3,5,-18,-32,20,4
MITF act,10,-18,3,nt,7,13,nt,7,13,16
PvdQ inh,4,-16,-9,-13,-15,-7,-12,-12,-8,-10
NSD2 inh,-1,nt,-2,9,0,1,0,0,-27,1
SR-BI uptake up,-14,-34,6,11,3,-5,18,32,-20,-4
CAL PDZ FP-1,0,-48,-3,-3,-1,-1,-13,-4,2,-1
CAL PDZ FP-2,-0.7,-2.9,0.6,-0.9,-1.3,-1.0,-0.4,0.0,-3.0,0.1

[21] O=C(N/N=C/c1ccc(F)cc1)c1ccc(Br)cc1
[22] Cc1cccc(NC(=S)NNC(=O)c2ccc3c(c2)OCO3)c1
[23] O=C(Nc1ccc(N2CCCCC2)c(Cl)c1)c1ncn[nH]1
[24] O=C(Nc1cc2c(cc1Br)OCCO2)c1ccco1
[25] O=C(CN(Cc1ccco1)C(=O)CNS(=O)(=O)c1ccccc1)NCc1ccccc1
[26] Cc1cc(C)c(C(=O)COC(=O)c2cccc(S(=O)(=O)NCc3ccccc3)c2)cc1C
[27] COC(=O)CSc1nc2[nH]ncc2c(=O)[nH]1
[28] COCC(=O)OCC(=O)Nc1cc(C(C)(C)C)nn1-c1ccccc1
[29] CC1=C(C(N)=O)C(c2ccccn2)n2nc(-c3ccccc3Cl)nc2N1 (configuration not stated)
[30] O=C(/C=C/c1ccccc1)NC(NC(=S)Nc1cccc(Cl)c1)C(Cl)(Cl)Cl (configuration not stated)

Screen / compound no.,21,22,23,24,25,26,27,28,29,30
PfHsp90 set2,nt,39,0,nt,15,5,-24,10,nt,-17
dFosB activator,5,-13,1,4,-4,1,3,7,-3,-1
Rtt109 HAT inh,-7,-3,0,-6,-1,5,8,1,2,0
SR-BI DiI inh,14,-16,-2,16,-21,49,-2,-6,-16,37
MITF act,52,55,-6,nt,6,19,-7,8,nt,-19
PvdQ inh,-14,-4,1,-2,-16,12,-11,-11,-2,-10
NSD2 inh,3,0,2,13,0,2,-3,-1,nt,4
SR-BI uptake up,-14,16,2,-16,21,-49,2,6,16,-37
CAL PDZ FP-1,-8,-7,-2,-2,6,-2,-1,-2,nt,0
CAL PDZ FP-2,-1.0,-4.2,0.7,-0.1,-1.0,-1.0,-2.0,-0.4,-0.5,-2.2

[31] Cc1cccc(N2CCN(S(=O)(=O)c3cccs3)CC2)c1C
[32] CCCc1ccc(Oc2cc(C)nc(N3CCOCC3)n2)cc1
[33] COc1ccccc1NS(=O)(=O)c1ccc(O)c(C(=O)OCC(=O)N2CCc3ccccc32)c1
[34] O=C(CSc1nc(O)c(Cc2ccccc2)c(=O)n1-c1ccccc1)N1CCOCC1
[35] Cc1ccc(C(=O)O/N=C(\N)c2ccccn2)cc1C
[36] CS(=O)(=O)Nc1ccc(Cc2ccc(NS(C)(=O)=O)cc2)cc1
[37] CN(C)c1nc2ccccc2n(C)c1=O
[38] CCCCn1cnc2cc(NCc3cccc(OC)c3O)ccc21
[39] Cc1ccccc1-c1nc(SCc2ccccn2)c2c(=O)n(C)c(=O)n(C)c2n1
[40] COc1ccc(NC2=C(C(C)=O)C(c3ccc(OC)c(OC)c3)C(C(C)=O)C(C)(O)C2)cc1 (configuration not stated)

Screen / compound no.,31,32,33,34,35,36,37,38,39,40
PfHsp90 set2,15,2,0,-1,13,nt,-1,nt,-2,-9
dFosB activator,1,-2,-1,4,4,-9,6,-4,-7,2
Rtt109 HAT inh,-16,5,2,1,3,2,14,5,-26,6
SR-BI DiI inh,nt,12,23,-14,3,-15,-17,8,-9,1
MITF act,nt,11,-6,0,-55,-4,-10,21,-2,1
PvdQ inh,-17,8,-5,-17,2,-3,1,-9,-6,9
NSD2 inh,-10,-10,-5,-2,1,-2,0,8,-9,17
SR-BI uptake up,nt,-12,-23,14,-3,15,17,-8,9,-1
CAL PDZ FP-1,-5,-4,4,-1,2,nt,-2,0,4,2
CAL PDZ FP-2,-1.0,0.5,-0.7,-0.5,2.5,-0.9,-0.2,-3.3,-2.1,-1.2

Complete entries, quoted from the list:
COc1ccccc1NS(=O)(=O)c1ccc(O)c(C(=O)OCC(=O)N2CCc3ccccc32)c1 across the screens: PfHsp90 set2 = 0; dFosB activator = -1; Rtt109 HAT inh = 2; SR-BI DiI inh = 23; MITF act = -6; PvdQ inh = -5; NSD2 inh = -5; SR-BI uptake up = -23; CAL PDZ FP-1 = 4; CAL PDZ FP-2 = -0.7
CS(=O)(=O)Nc1ccc(Cc2ccc(NS(C)(=O)=O)cc2)cc1 across the screens: PfHsp90 set2 = nt; dFosB activator = -9; Rtt109 HAT inh = 2; SR-BI DiI inh = -15; MITF act = -4; PvdQ inh = -3; NSD2 inh = -2; SR-BI uptake up = 15; CAL PDZ FP-1 = nt; CAL PDZ FP-2 = -0.9

Later entries
[41] Cc1cccc(C(=O)OC(C)C(=O)NC2CCCc3ccccc32)c1O (configuration not stated)
[42] CC1=NN(C(N)=S)C(=O)C1N=Nc1ccc(F)cc1 (configuration not stated)
[43] OCCNCc1cccc(OCc2ccccc2Cl)c1
[44] COC(=O)c1cc2ccsc2n1CC(=O)N(C)c1ccccc1
[45] CCN1C(=O)c2cccc3c(S(=O)(=O)NCc4ccccn4)ccc1c23
[46] CNc1ccc(Br)cc(C(=O)/C=C/c2ccc(Cl)cc2Cl)c1=O
[47] CCN(c1ccccc1)S(=O)(=O)c1ccc(C(=O)NCC2(N(C)C)CCCCC2)cc1
[48] Cc1cc(NC(=O)COC(=O)/C=C/c2ccc(C)o2)no1
[49] COc1ccc(-c2cnc(SCC(=O)Nc3ccc4c(c3)OCO4)n2Cc2ccco2)cc1
[50] CCC(C)NS(=O)(=O)c1ccc(OCC(=O)NCc2ccco2)cc1 (configuration not stated)
[51] COc1ccc(C(OC(=O)c2ccco2)C(=O)NC(C)(C)C)cc1 (configuration not stated)

Screen / compound no.,41,42,43,44,45,46,47,48,49,50,51
PfHsp90 set2,-16,14,-1,-6,nt,5,13,-17,24,nt,8
dFosB activator,-4,-1,-14,-9,-2,-15,2,2,-4,-4,-2
Rtt109 HAT inh,24,5,-1,-7,-11,6,-4,0,-2,3,-8
SR-BI DiI inh,-39,14,-1,2,-4,39,-4,-21,24,-18,-7
MITF act,-6,63,5,7,-9,-29,19,nt,1,nt,1
PvdQ inh,7,-9,-14,-5,-17,-9,-3,-10,-11,3,-3
NSD2 inh,0,-1,2,0,-1,3,1,-1,1,6,-3
SR-BI uptake up,39,-14,1,-2,4,-39,4,21,-24,18,7
CAL PDZ FP-1,-2,-6,11,-2,-8,-3,-4,2,-2,-1,nt
CAL PDZ FP-2,-2.5,0.0,-0.2,-2.0,1.0,-2.0,-3.2,0.0,-2.0,nt,0.0
